Compound activity from PubChem BioAssay.
14-3-3g Raf: 14-3-3 gamma protein interaction modulation | AID 422 | FP, 14-3-3gamma / TMR-pS259-Raf peptide binding | 160,000 tested, 0.19% active | P61981 | inhibition, % at 40 µM; in the data active means inhibition above about 30%;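 further: 0% = protein plus tracer without compound and 100% = blank with tracer alone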
Target sequence (P61981 whole entry, looked up): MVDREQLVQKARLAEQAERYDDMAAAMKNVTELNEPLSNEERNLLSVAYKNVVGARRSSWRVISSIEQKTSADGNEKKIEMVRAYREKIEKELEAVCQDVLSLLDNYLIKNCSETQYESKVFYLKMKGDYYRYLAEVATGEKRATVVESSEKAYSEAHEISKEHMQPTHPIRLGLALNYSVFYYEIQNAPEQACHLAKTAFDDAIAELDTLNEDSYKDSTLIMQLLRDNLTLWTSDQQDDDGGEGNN
An asterisk follows results filed as active; & = joins results of further samples. Some of the compounds tested; count on the stated rates, not on these rows.

Preview:
How did CC1CCc2sc(NC(=O)c3cc(Cl)ccc3[N+](=O)[O-])c(C#N)c2C1 (stereo not given) do in these assays?
14-3-3g Raf: -17.9

What do the screens show for `CCOc1ccc(-c2nnc(SCc3nnc(-c4ccccc4)o3)n2-c2ccccc2F)cc1`?
14-3-3g Raf: -14.5

What do the screens show for `CCC(C)(C(=O)NC1CCCC1)N(CC1CCCO1)C(=O)c1cnccn1` (stereo not given)?
14-3-3g Raf: -1.3

Results for COC(=O)C1=C(N)OC2=C(C(=O)CC(c3ccccc3)C2)C1c1ccc([N+](=O)[O-])cc1 (stereo not given) ?
14-3-3g Raf: -8.0

How did COc1cc2c(cc1OC)C(C(=O)NCCC(C)C)C1c3ccccc3CCN1C2=O (stereo not given) do in these assays?
14-3-3g Raf: -4.2

Results for Cc1ccccc1C(=O)Nc1ccc(-c2nc3ccccc3o2)c(O)c1 ?
14-3-3g Raf: -74.2

How did O=C(NCCc1ccccc1)c1cc(Sc2ccc(F)cc2)nc2ccccc12 do in these assays?
14-3-3g Raf: 7.6

What do the screens show for `CCC(C)C(=O)N1CCc2cc(-c3csc(N)n3)ccc21` (stereo not given)?
14-3-3g Raf: -2.7

Results for COc1ccc(NC(C)=O)cc1NC(=O)CN1CCN(S(=O)(=O)c2ccc(C(C)C)cc2)CC1 ?
14-3-3g Raf: -8.3

Results for COc1ccc(C)cc1NC(=O)CCN1CCN(c2ccccc2)CC1 ?
14-3-3g Raf: 2.3

What do the screens show for `CCCCC(C(=O)OCC(=O)c1ccc([N+](=O)[O-])cc1)N1C(=O)c2ccccc2C1=O` (stereo not given)?
14-3-3g Raf: 5.5

The whole of this part, repeating the preview:
How did CC1CCc2sc(NC(=O)c3cc(Cl)ccc3[N+](=O)[O-])c(C#N)c2C1 (stereo not given) do in these assays?
14-3-3g Raf: -17.9

What do the screens show for `CCOc1ccc(-c2nnc(SCc3nnc(-c4ccccc4)o3)n2-c2ccccc2F)cc1`?
14-3-3g Raf: -14.5

What do the screens show for `CCC(C)(C(=O)NC1CCCC1)N(CC1CCCO1)C(=O)c1cnccn1` (stereo not given)?
14-3-3g Raf: -1.3

Results for COC(=O)C1=C(N)OC2=C(C(=O)CC(c3ccccc3)C2)C1c1ccc([N+](=O)[O-])cc1 (stereo not given) ?
14-3-3g Raf: -8.0

How did COc1cc2c(cc1OC)C(C(=O)NCCC(C)C)C1c3ccccc3CCN1C2=O (stereo not given) do in these assays?
14-3-3g Raf: -4.2

Results for Cc1ccccc1C(=O)Nc1ccc(-c2nc3ccccc3o2)c(O)c1 ?
14-3-3g Raf: -74.2

How did O=C(NCCc1ccccc1)c1cc(Sc2ccc(F)cc2)nc2ccccc12 do in these assays?
14-3-3g Raf: 7.6

What do the screens show for `CCC(C)C(=O)N1CCc2cc(-c3csc(N)n3)ccc21` (stereo not given)?
14-3-3g Raf: -2.7

Results for COc1ccc(NC(C)=O)cc1NC(=O)CN1CCN(S(=O)(=O)c2ccc(C(C)C)cc2)CC1 ?
14-3-3g Raf: -8.3

Results for COc1ccc(C)cc1NC(=O)CCN1CCN(c2ccccc2)CC1 ?
14-3-3g Raf: 2.3

What do the screens show for `CCCCC(C(=O)OCC(=O)c1ccc([N+](=O)[O-])cc1)N1C(=O)c2ccccc2C1=O` (stereo not given)?
14-3-3g Raf: 5.5

What do the screens show for `O=C(CN1C(=O)c2ccccc2C1=O)Nc1nnc(C2CCCO2)s1` (stereo not given)?
14-3-3g Raf: -8.8

How did CN1CCN(c2nnc(-c3ccc(Cl)cc3)c3ccccc23)CC1 do in these assays?
14-3-3g Raf: -10.2

Results for O=C(Nc1ccc(C23CC4CC(CC(Cl)(C4)C2)C3)cc1)c1ccc(F)cc1 ?
14-3-3g Raf: -1.5

Results for COc1ccc(C2(C(=O)Nc3ccc(C)c(C)c3)CCCC2)cc1OC ?
14-3-3g Raf: 4.4

How did Cc1ccccc1NC(=O)Cc1c(C(=O)O)[nH]c2ccccc12 do in these assays?
14-3-3g Raf: -9.0

How did CCN(CC)S(=O)(=O)c1ccc(NC(=O)CN2C(=O)c3ccccc3S2(=O)=O)cc1 do in these assays?
14-3-3g Raf: -0.2

How did COc1ccc(NC(=O)C2C3NC(=S)N(c4ccc(C)cc4)C2(C)Oc2ccccc23)cc1 (stereo not given) do in these assays?
14-3-3g Raf: -5.5

What do the screens show for `Cc1nnc(SCC(=O)Nc2ccc(Cl)cc2[N+](=O)[O-])[nH]c1=O`?
14-3-3g Raf: -5.0

What do the screens show for `Cc1ccc(NC(=O)Nc2cccc(C)n2)cc1`?
14-3-3g Raf: -10.2

How did COc1ccccc1Oc1ccc2c(c1)C(=O)N(CC(=O)O)C2=O do in these assays?
14-3-3g Raf: 1.7

What do the screens show for `Cc1cccc(C(=O)Nc2cccc(-c3cc4ccccc4oc3=O)c2)c1`?
14-3-3g Raf: -23.3

What do the screens show for `Cc1cccc(NC(=O)c2ccc(F)c(S(=O)(=O)N3CC(C)CC(C)C3)c2)c1` (stereo not given)?
14-3-3g Raf: 2.0

Results for Cc1ccc(OCC(=O)Nc2ccc(N3CCOCC3)c(Cl)c2)cc1 ?
14-3-3g Raf: 2.0

How did CC(Sc1ccc2ccccc2n1)C(=O)O (stereo not given) do in these assays?
14-3-3g Raf: 15.7

How did CCC(SC1=NCCS1)C(=O)Nc1nc(-c2ccccc2)cs1 (stereo not given) do in these assays?
14-3-3g Raf: -8.2

Results for Cc1ccc(NC(=O)c2cc(-c3ccco3)on2)cc1C ?
14-3-3g Raf: -6.2

How did CC1Cc2cc(/C(O)=C3/C(=O)C(=O)N(CCN4CCOCC4)C3c3cccc(O)c3)ccc2O1 (stereo not given) do in these assays?
14-3-3g Raf: -6.7

How did CC(C)c1ccc(-c2c(C#N)c(N)nc3sc(C(=O)c4ccccc4)c(N)c23)cc1 do in these assays?
14-3-3g Raf: -54.4

Results for COc1ccc(/C(O)=C2\C(=O)C(=O)N(Cc3ccco3)C2c2cc(OC)ccc2OC)cc1 (stereo not given) ?
14-3-3g Raf: 11.6

How did COC(=O)C1=CN(CCC23CC4CC(CC(C4)C2)C3)C=C(C(=O)OC)C1c1cccc([N+](=O)[O-])c1 do in these assays?
14-3-3g Raf: 6.8

How did S=C(c1cccs1)N1CCCC1 do in these assays?
14-3-3g Raf: -7.0&-8.3

What do the screens show for `O=C(COC(=O)c1cc(Cl)ccc1O)c1cccc([N+](=O)[O-])c1`?
14-3-3g Raf: 1.6

How did COc1ccccc1OCC(=O)NCc1ccco1 do in these assays?
14-3-3g Raf: -0.7&-1.7

How did COc1ccc(C(C(=O)NC2CCCC2)N2CCCCC2)cc1 (stereo not given) do in these assays?
14-3-3g Raf: 11.5

How did O=C1CC(c2ccc(F)cc2)Cc2nc(N3CCc4ccccc43)ncc21 (stereo not given) do in these assays?
14-3-3g Raf: 4.8

How did O=C(CC1Sc2ncnn2C1=O)Nc1ccc(Br)cc1 (stereo not given) do in these assays?
14-3-3g Raf: -0.1

How did Cn1c(=O)cc(SCC(=O)N2CCN(C(=O)c3ccco3)CC2)c2ccccc21 do in these assays?
14-3-3g Raf: -2.3&-8.1

How did CC(C)(C)c1ccc(Cn2c(NC(=O)c3ccccc3)nc3ccccc32)cc1 do in these assays?
14-3-3g Raf: -0.1

How did O=S(=O)(Nc1ccc(S(=O)(=O)N2CCCCC2)cc1)c1cccs1 do in these assays?
14-3-3g Raf: -6.6

What do the screens show for `Brc1ccc2nc(-c3ccccc3)c(Nc3ccc4c(c3)OCO4)n2c1`?
14-3-3g Raf: 2.3

Results for O=C(Nc1ccc(S(=O)(=O)N2CCc3ccccc32)cc1)C1CC1 ?
14-3-3g Raf: -35.9

Results for CSc1cccc(NC(=O)c2cc3c(=O)[nH]c4ccccc4c3s2)c1 ?
14-3-3g Raf: 1.7

Results for Cc1cc(OCC(=O)N2CCOCC2)c(C(C)C)cc1Cl ?
14-3-3g Raf: 4.3

How did CC(=O)N1CCc2cc(S(=O)(=O)Nc3cccc(F)c3)ccc21 do in these assays?
14-3-3g Raf: -9.3

What do the screens show for `CCCCN(CC)CCCNC(=O)CC1Nc2ccccc2NC1=O` (stereo not given)?
14-3-3g Raf: -4.0

Results for O=C(Nc1ccc(-c2nc3cccnc3o2)cc1)c1ccc([N+](=O)[O-])cc1Cl ?
14-3-3g Raf: -2.3

How did COc1cccc(-n2c(=O)c3sccc3n(CC(=O)N3CCCc4ccccc43)c2=O)c1 do in these assays?
14-3-3g Raf: -8.9

Results for CC(C)(C)c1ccc(C(=O)N2CCN(c3ccc([N+](=O)[O-])cc3Cl)CC2)cc1 ?
14-3-3g Raf: -2.6

How did O=c1c2cc(I)ccc2nc(C=Cc2c(O)ccc3ccccc23)n1-c1ccccc1 do in these assays?
14-3-3g Raf: -4.5

What do the screens show for `COc1ccc(CNc2ccc(C(=O)N3CC4CC(C3)c3cccc(=O)n3C4)cc2[N+](=O)[O-])cc1` (stereo not given)?
14-3-3g Raf: 0.6

Results for O=C(COC(=O)C1CC(=O)N(Cc2ccccc2)C1)Nc1ccc2c(c1)OCO2 (stereo not given) ?
14-3-3g Raf: 0.7

How did CC(=O)Oc1cccc2ccc(C=Cc3cc4c(cc3Br)OCO4)nc12 do in these assays?
14-3-3g Raf: 2.0

How did COc1ccccc1N1CCN(c2nc(-c3cccs3)cc(C(F)(F)F)n2)CC1 do in these assays?
14-3-3g Raf: -3.4

How did O=C(Nc1ccc(CN2CCOCC2)cc1)c1cc2ccccc2oc1=O do in these assays?
14-3-3g Raf: -5.2

What do the screens show for `CCOC(=O)c1c(NC(=O)c2ccccc2F)sc(C(=O)Nc2cccc(Cl)c2C)c1C`?
14-3-3g Raf: 0.4

Results for Cc1cccc(-n2sc3c(c2=S)-c2ccccc2NC3(C)C)c1C ?
14-3-3g Raf: -12.9

What do the screens show for `COC(=O)C1=CN(C)C=C(C(=O)OC)C1c1cc2c(cc1Br)OCO2`?
14-3-3g Raf: -5.6

Results for Cc1ccc2nc(-c3ccc(NC(=O)C(C)(C)C)cc3)sc2c1 ?
14-3-3g Raf: 2.0

Results for CCC(=O)N1c2ccccc2-c2nnc(SC)nc2OC1c1ccc(OC)c(Br)c1 (stereo not given) ?
14-3-3g Raf: 4.8

What do the screens show for `CNC(=O)c1cc2c(=O)n3cccc(C)c3nc2n1C`?
14-3-3g Raf: -1.2

How did CCC1SC(N)=NC1=O (stereo not given) do in these assays?
14-3-3g Raf: 8.8

Results for CC1(C)CC(=O)C(C2C3=C(CC(C)(C)CC3=O)Oc3ccccc32)=C(O)C1 (stereo not given) ?
14-3-3g Raf: 1.4

How did OCCCNc1nc(-c2ccccc2)c2cc(Br)ccc2n1 do in these assays?
14-3-3g Raf: 1.4

What do the screens show for `CC(=O)Nc1nc2cc(N)c(C)cc2s1`?
14-3-3g Raf: -1.9

What do the screens show for `COc1cc(NC(=O)c2c(-c3ccccc3)nn(-c3ccccc3)c2C)cc([N+](=O)[O-])c1`?
14-3-3g Raf: -4.5

Results for CC1CN(C(=O)CSc2ncnc3sccc23)CC(C)O1 (stereo not given) ?
14-3-3g Raf: -32.6

Results for CC(=O)c1c(NCCc2ccccc2)cc(C)oc1=O ?
14-3-3g Raf: 0.8

How did CCN(CC)CCCn1c(=S)[nH]c2ccc(Cl)cc2c1=O do in these assays?
14-3-3g Raf: -6.4&-12.9

How did Nc1ccc2oc3ncccc3c(=O)c2c1 do in these assays?
14-3-3g Raf: -1.3

Results for Cc1ccc(C2(C)NC(=S)N(c3ccccc3)N2)cc1 (stereo not given) ?
14-3-3g Raf: -3.5

How did CC(=O)Nc1nc(C)c(-c2csc(Nc3ccc(Br)cc3)n2)s1 do in these assays?
14-3-3g Raf: -15.0

How did CCOC(=O)c1ccc(CN(Cc2ccc(F)cc2)S(=O)(=O)c2ccc([N+](=O)[O-])cc2)cc1 do in these assays?
14-3-3g Raf: 5.7

Results for COc1ccccc1NC(=O)C(C)NS(=O)(=O)c1ccc(F)cc1 (stereo not given) ?
14-3-3g Raf: -5.5

How did CCn1c(CNc2nc(-c3ccccc3)cs2)nnc1SCC(=O)NCc1ccco1 do in these assays?
14-3-3g Raf: -0.9

What do the screens show for `O=C1CCCC2=C1C(c1ccc(OCc3ccc(C(=O)O)cc3)cc1)C1=C(CCCC1=O)O2`?
14-3-3g Raf: -1.5

How did O=C1CCc2nc3ccccc3c(=O)n2N1 do in these assays?
14-3-3g Raf: -8.4

What do the screens show for `c1ccc(-c2nc3c([nH]2)CCc2nonc2-3)cc1`?
14-3-3g Raf: 0.9

Results for NC(=O)C1(N2CCCCC2)CCN(C2CC(=O)N(c3ccc(Br)cc3)C2=O)CC1 (stereo not given) ?
14-3-3g Raf: -106.0

Results for COc1ccc(OC)c(S(N)(=O)=O)c1 ?
14-3-3g Raf: 3.1

What do the screens show for `CC(=O)c1cc2c(=O)c3cc(C)ccc3oc2nc1C`?
14-3-3g Raf: -14.3

How did CCOc1cc(C2C(C(=O)OC)=C(C)NC3=C2C(=O)CC(c2ccccc2)C3)ccc1O (stereo not given) do in these assays?
14-3-3g Raf: -0.7

Results for Cc1cccc(CSc2nc3c(c(=O)[nH]c(=O)n3C)n2Cc2ccccc2Cl)c1 ?
14-3-3g Raf: -5.5

Results for Cc1nc2cc(NC(=O)Nc3ccc(N4CCOCC4)cc3)ccc2n1C ?
14-3-3g Raf: -11.2

Results for CCOC(=O)c1c(C)nc2ccc(Cl)cc2c1-c1ccccc1 ?
14-3-3g Raf: -0.2

What do the screens show for `CCOC(=O)C(Cc1ccccc1)NC(=O)CNC(C)=O` (stereo not given)?
14-3-3g Raf: -1.3

Results for Cc1ccc(S(=O)(=O)N2CCC(C(=O)Nc3ccc(C)c(Cl)c3)CC2)cc1 ?
14-3-3g Raf: 0.0

What do the screens show for `CCC1Oc2ccccc2N(Cc2ccc(Cl)cc2)C1=O` (stereo not given)?
14-3-3g Raf: 2.9

How did CCN(C(C)=O)c1nc(CSc2nnc(NC(C)C)s2)cs1 do in these assays?
14-3-3g Raf: -8.3

Results for COc1cc(OC)cc(-c2cc(NC(C)=O)n[nH]2)c1 ?
14-3-3g Raf: -5.4

What do the screens show for `CCC(C)(O)C#CCN1CCCCC1` (stereo not given)?
14-3-3g Raf: -6.5

Results for CCOC(=O)c1sc2ncnc(NCc3ccc(F)cc3)c2c1C ?
14-3-3g Raf: 5.4

How did C=CCOC(=O)C1=C(C)N=C2SCCC(=O)N2C1c1cccs1 (stereo not given) do in these assays?
14-3-3g Raf: -3.5

How did O=C(CSc1ncn[nH]1)Nc1nc(-c2ccccc2)cs1 do in these assays?
14-3-3g Raf: -61.2

Results for COc1ccc(C2C(C(C)=O)=C(O)C(=O)N2CO)cc1 (stereo not given) ?
14-3-3g Raf: -10.1
